From PubChem
CSM14.1 death rescue: rescue of cells from ER stress-induced death, primary screen, 384-well, CSM14.1, thapsigargin, ATP luminescence (AID 1222). CSM14.1 thapsigargin-induced death rescue, ATP luminescence; higher % means a stronger effect. one-dose cellular ATP content (survival), % at 20 µM; EC50 in µM for titrated hits. 190,000 tested, under 10 active;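 active = EC50 below 50 µM in the dose-response confirmation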;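 also: death triggered by thapsigargin at about 15 µM added after 2 h compound pretreatment; cell ATP read after overnight thapsigargin exposure of roughly 18 to 22 hours; normalized against plate controls of thapsigargin alone and 5% DMSO vehicle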
SIAH1 antagonists: Siah-1 peptide-binding antagonists, primary screen, biochemical, fluorescence polarization, rhodamine-plectin, uHTS (AID 1817); Siah-1 / rhodamine-plectin peptide fluorescence polarization; higher % means a stronger effect; one-dose displacement, % at 20 µM; IC50 in µM for titrated hits; 290,000 tested, 0.02% active;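 active = displacement of at least 50% at 20 µM, with a fluorescence ratio check between 0.3 and a set limit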;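 also: plate controls were Siah plus tracer with DMSO for no effect and tracer alone without Siah for full effect; strong numbers were not always called active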
XIAP antagonists: XIAP antagonists, biochemical, IAP family, fluorescence polarization (AID 1018). 200,000 tested, 0.007% active. one-dose displacement, % at 20 µM; IC50 in µM for titrated hits. E3 ubiquitin-protein ligase XIAP (Homo sapiens). XIAP BIR domain, fluorescence polarization peptide displacement; higher % means a stronger effect; in the data active = displacement above about 50%; also: a part of the inactive calls stands beside numbers as strong as those of hits
Lipid droplet: inhibitors of hepatocyte lipid droplet formation, primary screen, imaging, high-throughput imaging, BODIPY stain; AID 1656, 2009; inhibition, % at 6.5 µM; AML12 mouse hepatocytes, oleate lipid droplets; 240,000 tested, 0.4% active;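 active = lipid droplet intensity inhibited by at least 50%, with more than 500 cells counted; inconclusive = wells with under 300 cells, treated as cytotoxic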
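Technique: fluorescence imaging, 20x objective, two fields per well / Assay system: AML12 hepatocytes (mouse) / Measure: % inhibition of lipid droplet signal / Doses: 6.5 µM single-point dosing / Incubation: overnight exposure / Reagent: 100 µM oleic acid challenge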
P. falciparum M17LAP: P. falciparum M17LAP inhibitors, primary screen, biochemical, fluorogenic H-Leu-NHMec substrate, 1536-well (AID 1619); Leucine aminopeptidase (Plasmodium falciparum (isolate 3D7)); recombinant M17LAP, H-Leu-NHMec fluorogenic kinetic assay; higher % means a stronger effect; one-dose inhibition, % at 30 µM; IC50 in µM for titrated hits; 220,000 tested, 0.38% active;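 active = compound inhibiting the enzyme by more than half at any dose during confirmatory dose-response retesting; inconclusive = strong single-dose inhibitors picked by rank but not retested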;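 also: plate controls were full reaction with DMSO carrier for no effect and no enzyme background for full effect; strong numbers were not always called active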
LYP phosphatase: inhibitors of LYP phosphatase, biochemical, fluorescence intensity, uHTS (AID 1779); recombinant LYP phosphatase, fluorescence intensity; higher % means a stronger effect; one-dose inhibition, % at 11.5 µM; IC50 in µM for titrated hits; 290,000 tested, 0.054% active;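 also: plate controls were vehicle with enzyme for no effect and no enzyme for full effect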
AID2073: inhibitors of Mint1-CaV2.2 protein interaction, biochemical, HTRF (AID 2073) | Voltage-dependent N-type calcium channel subunit alpha-1B (Homo sapiens) | HTRF protein-protein interaction, Mint1-CaV2.2; higher % means a stronger effect | inhibition, % at 20 µM, or IC50 in µM where a hit was titrated | 290,000 tested, 0.19% active; in the data active = inhibition mostly above about 51%, no sharp cut-off; inconclusive = no clear call, values can overlap the other calls; inactive = mostly below about 53%; also: some results filed as inactive read as strong as hits
M1AAP inhibition: P. falciparum M1AAP inhibitors, biochemical, fluorogenic H-Leu-NHMec substrate, 1536-well (AID 1445) | Aminopeptidase N (Plasmodium falciparum (isolate 3D7)) | recombinant M1AAP, H-Leu-NHMec fluorogenic kinetic assay; higher % means a stronger effect | inhibition, % at 30 µM; hits with a dose series show IC50 in µM | 220,000 tested, 0.42% active;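 active = primary inhibition above the hit cutoff, then over 50% inhibition at one or more dose response concentrations, cut at about 23% in these data, passing the limit was not always enough; inconclusive = conflicting primary data, or primary hits not chosen for dose response; inactive = low primary inhibition, or under 50% at every dose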;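 also: plate controls were DMSO full reaction for no effect and no enzyme background for full effect; strong numbers were not always called active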
HEK293 NOD2/NF-kB: NOD2 signaling inhibitors, cell-based, luminescence, uHTS, HEK293 (AID 1566) | HEK293 NOD2/NF-kB luciferase reporter, luminescence; higher % means a stronger effect | inhibition, % at 4 µM, or EC50 in µM where a hit was titrated | 290,000 tested, 0.63% active; also: many of its hits are not listed in these tables
Lipid droplet cells 6.5 µM: recorded beside Lipid droplet, whose call it bears; cell count; measured here: cell count, cytotoxicity flag;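 cells counted across two imaged fields per well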
Starred values were filed as active, the others as inactive; ? = inconclusive; . = not tested or not shown. Rule as the data show it, unless noted: active = inhibition above about 50%; inactive = the rest. These rows are one share of the data; rates above refer to the full screens.

SMILES | CSM14.1 death rescue | SIAH1 antagonists | XIAP antagonists | Lipid droplet | Lipid droplet cells 6.5 µM | P. falciparum M17LAP | LYP phosphatase | AID2073 | M1AAP inhibition | HEK293 NOD2/NF-kB
CCCCOC(=O)N1CCOCCOCCN(C(=O)OCCCC)CCOCCOCC1 | 1.0% | 2% | -0.8% | . | . | 16% | -6% | -7% | 9% | -9%
O=C(COC(=O)c1ccccc1Oc1ccccc1)NCc1ccco1 | 4.4% | 15% | 2.6% | . | . | 30% | 0% | 29% | 6% | 13%
CC(C)NC(=O)NC(=O)COC(=O)c1ccccc1O | 0.9% | -3% | -3.4% | -6 | 666 | 3% | -12% | 4% | 2% | 4%
O=C(Nc1ccc(OCC(=O)N2CCOCC2)cc1)Nc1cccc2ccccc12 | 0.4% | 3% | -1.1% | 2 | 723 | 4% | -5% | -10% | -2% | -4%
CN1CCc2c(sc3c2C(=O)NC(c2ccc(-c4cccc(Cl)c4)o2)N3)C1 (stereo unspecified) | -4.8% | -4% | -7.8% | 0 | 668 | 4% | -7% | -2% | 17% | -12%
COc1ccc(C)cc1-n1nnnc1SCC1CCCCO1 (stereo unspecified) | 2.2% | 0% | 0.5% | . | . | -8% | 0% | 3% | -3% | 1%
O=C(Nc1ccccc1)O/N=C(\c1ccccc1)c1ccccn1 | -0.7% | 0% | -3.6% | . | . | 6% | -3% | -2% | 1% | 1%
CCOC(=O)N1CCN(C(=O)c2cnc3n(c2=O)CCS3)CC1 | 0.6% | 1% | -4.3% | . | . | 4% | 2% | -5% | -4% | 18%
CCCCCCCCOC(=O)c1c(CSC(=N)N)n(C)c2cc(Br)c(OC(C)=O)cc12 | . | -9% | . | -5 | 718 | 15% | -14% | ? | 0% | 10%
C=CCNC(=S)NNC(=O)c1ccc(OC(C)C)cc1 | -1.2% | -4% | -1.7% | . | . | -4% | -2% | -6% | -5% | -12%

Brought forward from above: 2 compounds, then new ones.
SMILES | CSM14.1 death rescue | SIAH1 antagonists | XIAP antagonists | Lipid droplet | Lipid droplet cells 6.5 µM | P. falciparum M17LAP | LYP phosphatase | AID2073 | M1AAP inhibition | HEK293 NOD2/NF-kB
CCCCCCCCOC(=O)c1c(CSC(=N)N)n(C)c2cc(Br)c(OC(C)=O)cc12 | . | -9% | . | -5 | 718 | 15% | -14% | ? | 0% | 10%
C=CCNC(=S)NNC(=O)c1ccc(OC(C)C)cc1 | -1.2% | -4% | -1.7% | . | . | -4% | -2% | -6% | -5% | -12%
CC(C)C[C@@H](CSc1ccc(Br)cc1)N1CCN(CC(C)C)CCC1=O | . | 8% | . | -22 | 711 | -8% | -6% | -1% | -2% | -38%
CCCOC(=O)Nc1cccc(C(C)=O)c1 | -0.7% | 4% | -1.5% | -2 | 780 | 4% | -9% | 8% | -3% | 8%
c1ccc2c(c1)nnn2Cc1nnc2sc(-c3ccc4c(c3)OCCO4)nn12 | . | -2% | 1.7% | 22 | 690 | -3% | 2% | -12% | 1% | 18%
CC(C)(C)[Si](OCC[C@@H]1C[C@@]1(C)[C@@H](NP(=O)(c1ccccc1)c1ccccc1)c1ccccc1)(c1ccccc1)c1ccccc1 | -4.0% | -2% | -18% | 16 | 724 | -10% | 2% | 11% | 8% | 3%
CC1CCCN(S(=O)(=O)c2ccc(NC(=O)Cn3nnc(-c4ccccc4F)n3)cc2)C1 (stereo unspecified) | . | 0% | -10% | -21 | 677 | 12% | 0% | 4% | -1% | 4%
Cc1cc(NC(=O)c2cnn3cccnc23)n(-c2ccccc2)n1 | -2.2% | -5% | 6.0% | -4 | 643 | 9% | -3% | 8% | 5% | 2%
O=C(NCCc1ccco1)c1cc(COc2cccc(C(F)(F)F)c2)on1 | . | 14% | . | -26 | 676 | . | -3% | 0% | . | 7%
Cn1nc(-c2ccc(Cl)cc2)c2cc(C(=O)NCCCN3CCOCC3)sc21 | -1.5% | -1% | 2.4% | . | . | -10% | -7% | 17% | 0% | 9%
CC(C)(C)NC(=O)CSc1nc(-c2ccccc2)cc(=O)[nH]1 | -0.3% | 8% | -2.0% | 0 | 670 | 9% | -7% | -2% | -1% | 7%
CN(C)C(C)(C)C#CC(O)(c1ccccc1)c1ccccc1 | 3.1% | 2% | -4.5% | -8 | 743 | 0% | -6% | -9% | -3% | 7%
Cc1ccc(Nc2ncnc3c2cnn3C)cc1 | -1.1% | 4% | -0.7% | 14 | 703 | . | -5% | -8% | . | -32%
N#Cc1cc2c(=O)n3ccccc3nc2n(CCCn2ccnc2)c1=N | -1.6% | 0% | 5.5% | . | . | -4% | -19% | 18% | 5% | -11%
Cc1coc2cc3oc(=O)c(CCC(=O)O)c(C)c3cc12 | . | 8% | . | -14 | 671 | 2% | -2% | 13% | 8% | 21%
COc1ccc(C2N(Cc3ccccc3)CC(=O)N2/N=C(\C)c2ccccc2)cc1 (stereo unspecified) | -0.6% | 4% | -2.0% | 12 | 639 | 0% | -4% | 0% | 1% | -12%
O=c1/c(=C/c2ccccc2)sc2nnc(-c3cccs3)n12 | . | -1% | . | 12 | 743 | 7% | -8% | 49% | 8% | -2%
CN(Cc1nccn1C)C(=O)C1CCC(=O)N(CCc2ccc(Cl)cc2)C1 (stereo unspecified) | . | 12% | . | 14 | 692 | . | -6% | 4% | . | 0%
O=C(Cn1c(=O)n(Cc2ccco2)c(=O)c2ccccc21)NCC1CCCO1 (stereo unspecified) | -0.5% | -1% | -0.3% | 1 | 783 | 16% | -4% | 2% | 2% | 13%
CCN(CC)CC(=O)c1c[nH]c2ccccc12 | -1.1% | 1% | -5.0% | . | . | 10% | 4% | 4% | -2% | -11%
O=C(OC1Cn2c(=O)ccc(=O)n2C1)c1ccc([N+](=O)[O-])cc1 | 1.0% | -1% | -4.0% | 4 | 541 | -14% | -6% | 0% | 0% | 12%
O=C(COc1ccc(-c2ccccc2)cc1)NN=C1CCCC1 | -0.7% | 11% | -3.5% | 6 | 660 | 3% | -2% | -4% | 5% | -1%
O=C(CCC1CCN(Cc2ccccc2O)CC1)NC1CC1 | . | 4% | . | 0 | 859 | . | -13% | 0% | . | 10%
CC(C)/C=C/CN1CCN(CCCc2ccccc2)C(CCO)C1 (stereo unspecified) | . | -3% | . | 5 | 763 | . | -15% | 8% | . | -28%
O=C(O)c1cnn2c(C(F)(F)F)cc(-c3ccccc3)nc12 | -1.0% | 2% | -6.8% | 8 | 732 | 33% | -2% | 8% | -2% | 14%
CC(C)c1ccc(NC2CCCN(C(=O)CCn3cnnn3)C2)cc1 (stereo unspecified) | . | 4% | . | 8 | 637 | . | -1% | -2% | . | 15%
O=C1NCCN/C1=C\C(=O)c1ccccc1 | 0.1% | 1% | -5.3% | 8 | 859 | 18% | -9% | 6% | 5% | -5%
COc1ccc(Br)cc1CN(C)C(=O)CNC(=O)c1ccc2ccccc2c1 | . | -3% | . | 28 | 797 | . | 5% | -2% | . | 4%
O=C(CN(c1ccc(F)cc1)S(=O)(=O)c1ccc2c(c1)OCCO2)Nc1ccc2c(c1)OCO2 | -2.0% | -1% | -16% | -24 | 682 | -1% | 4% | 7% | 3% | 7%
CC(=O)Nc1cccc(NC(=O)c2cc3ccccc3o2)c1 | -3.2% | 1% | -1.2% | . | . | 6% | -2% | 2% | 0% | -120%
CCN1CCN(C(=O)CCNC(=O)Cn2ccc3ccccc3c2=O)CC1 | -1.3% | 0% | -6.2% | 6 | 807 | 17% | -8% | 3% | 10% | 19%
COc1ccc(OCC(=O)Nc2cccc(NC(=O)c3ccco3)c2)cc1 | 0.8% | -8% | -14% | -24 | 688 | . | -4% | -5% | . | 2%
C[N+]1(C)CCC(=C2c3ccccc3CC(=O)c3sccc32)CC1 | 0.8% | -5% | -0.4% | . | . | -4% | -5% | -18% | 34% | 4%
Cc1ccc(CNC(=O)CSc2c3c(nc4ccc(Cl)cc24)CCCC3)o1 | -0.7% | -4% | -12% | 3 | 835 | 5% | -2% | 4% | 5% | -5%
COc1ccc(CN2CCN(C(=O)c3cc(OC)c(OC)c(OC)c3)CC2)cc1OC | -0.3% | 5% | -2.2% | -1 | 761 | 6% | -3% | 6% | 0% | -3%
O=C(N/N=C/c1ccsc1)c1ccccn1 | 0.8% | 0% | -6.6% | -16 | 641 | 12% | -4% | -6% | -9% | -23%
Cc1cc(NC(=O)C2CCCC2)nc2c1c(=O)oc1ccccc12 | 3.7% | 0% | -15% | 13 | 786 | -1% | 1% | 3% | 3% | 20%
CCCN(CC(=O)Nc1ccc(C)cc1Br)CC(=O)Nc1ccc(F)c(F)c1F | 0.2% | 0% | -0.3% | -126 | 521 | -2% | 5% | -2% | 4% | 9%
CC1(C)CC(=O)C2=C(C1)OC(c1cccs1)C(C#N)=C2N (stereo unspecified) | . | 3% | -0.6% | 5 | 717 | 1% | 3% | 9% | 3% | 7%
CC(C)N(C(=O)CSc1nnnn1C1CCCC1)C(C)C | -0.4% | 0% | -1.7% | . | . | 6% | -9% | 7% | 8% | -6%
O=C(COc1ccc(Cl)cc1Cl)Nc1nnc(C2=COCCO2)o1 | -0.4% | 4% | -4.1% | 7 | 719 | 5% | 1% | 23% | 8% | 14%
Cc1cc(N2CCCCC2)n2ncc(-c3ccc(Cl)cc3)c2n1 | -1.3% | 0% | 1.3% | . | . | -9% | -1% | 26% | 4% | -105%
COc1cc(OC)c(NC(=O)[C@@H]2CCC(=O)N2C2OC(=O)c3c2ccc(OC)c3OC)cc1Cl (stereo partly specified) | . | 6% | . | . | . | . | -9% | 10% | . | 9%
CCC(=O)Nc1cccc(NC(C)=O)c1 | 3.2% | -8% | 2.2% | 3 | 741 | 0% | -4% | 3% | 11% | -3%
Cc1[nH]c(=O)[nH]c(=O)c1NC(=O)c1sc2nc3c(C)cccc3cc2c1N | -2.6% | -4% | -8.1% | -1 | 618 | -4% | 2% | 2% | 4% | 10%
CCn1c(SCC(=O)Nc2nc(C)cs2)nnc1-c1cccnc1 | -0.5% | 2% | -1.4% | . | . | 4% | -6% | -8% | 10% | 4%
CCOC(=O)c1ccc(NC(=O)CN2CCc3ccccc3C2)cc1 | 0.6% | -4% | 0.5% | 0 | 752 | 8% | -3% | -5% | 0% | 5%
O=C(O)c1ccccc1S(=O)(=O)c1ccccc1CO | -0.8% | 0% | -2.4% | . | . | -14% | -9% | 1% | 2% | 5%
